Compound activity from PubChem BioAssay.
PRC2 inh – inhibitors of human EZH2/PRC2 methyltransferase; Q15910; PRC2 H3K27 methylation, DELFIA TRF, 1 h; inhibition, % at 12.5 µM; 57,000 compounds, 0.35% hits;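 active = mean inhibition of replicates at least 50% and every single replicate also reaching 50%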;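 also: dimethyl H3K27 on biotinylated H3 21-44 peptide detected by antibody; plate controls were median neutral control wells for no effect and median positive control wells for full effect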
IDH1 R132H inh – blocks human IDH1 R132H reductase activity; AID 624101; diaphorase/resazurin fluorescence, 60 min; O75874; 70,000 compounds, 0.18% hits; inhibition, % at 10 µM; in the data active = inhibition above about 34%;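 also: 0% = DMSO and 100% = no enzyme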
Target sequence (O75874 whole entry R132H): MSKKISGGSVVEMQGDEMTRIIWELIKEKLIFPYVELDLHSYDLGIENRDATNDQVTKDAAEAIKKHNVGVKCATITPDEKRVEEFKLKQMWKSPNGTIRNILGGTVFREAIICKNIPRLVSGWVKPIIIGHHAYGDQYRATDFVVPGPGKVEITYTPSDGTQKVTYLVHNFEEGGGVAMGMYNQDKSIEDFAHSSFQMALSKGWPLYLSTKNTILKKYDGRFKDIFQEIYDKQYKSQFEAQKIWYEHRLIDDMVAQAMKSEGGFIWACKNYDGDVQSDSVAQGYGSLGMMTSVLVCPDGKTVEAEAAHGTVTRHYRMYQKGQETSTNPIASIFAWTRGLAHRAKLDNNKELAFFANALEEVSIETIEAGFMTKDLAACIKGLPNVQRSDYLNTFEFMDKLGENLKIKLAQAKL
Numbers without * were called inactive; . = not tested or not shown. Some of the compounds tested; count on the stated rates, not on these rows.

SMILES | PRC2 inh | IDH1 R132H inh
CC(C)NC(=O)N(C)C[C@@H]1Oc2ccc(NC(=O)CCN3CCOCC3)cc2C(=O)N([C@@H](C)CO)C[C@H]1C | -9 | 1.6
CCCN(C)C[C@H]1OCCCC[C@@H](C)Oc2ccc(NC(=O)Cc3ccccc3)cc2C(=O)N([C@H](C)CO)C[C@H]1C | -9 | -0.4
C[C@H](CO)N1C[C@H](C)[C@@H](CN(C)S(=O)(=O)c2cccs2)OCCCC[C@H](C)Oc2ccc(NC(=O)Nc3ccc(C(F)(F)F)cc3)cc2C1=O | . | -0.6
C[C@@H]1CN([C@H](C)CO)C(=O)c2cc(NC(=O)Nc3ccccc3)ccc2O[C@@H](C)CCCCO[C@H]1CN(C)Cc1ccc(C(=O)O)cc1 | . | 0.9
Cc1ccc(S(=O)(=O)Nc2ccc3c(c2)CC(=O)N([C@H](C)CO)C[C@@H](C)[C@H](CN(C)S(=O)(=O)c2ccc(Cl)cc2)O3)cc1 | . | -1.3
C[C@H](CO)N1C[C@H](C)[C@H](CN(C)C(=O)c2ccccc2)OCCCC[C@H](C)Oc2ccc(NC(=O)NC3CCCCC3)cc2C1=O | . | 1.2
COc1ccc(S(=O)(=O)N[C@H]2C=C[C@H](CC(=O)N3CCN(c4ccccc4)CC3)O[C@H]2CO)cc1 | -8 | 0.0
C[C@@H]1CN([C@@H](C)CO)C(=O)Cc2cc(NC(=O)CCCN(C)C)ccc2O[C@@H]1CN(C)S(=O)(=O)c1ccc(F)cc1 | 0 | .
COCC(=O)Nc1ccc2c(c1)C(=O)N(C)C[C@@H](OC)[C@@H](C)CN(C(=O)C1CCCC1)[C@@H](C)CO2 | -1 | 0.4
C[C@@H]1CN([C@@H](C)CO)C(=O)c2cc(-c3ccc(F)cc3)cnc2O[C@H]1CN(C)C(=O)Cc1ccccc1 | -1 | -1.6
C[C@@H]1CN([C@H](C)CO)C(=O)Cc2cc(NC(=O)CCCCCC(=O)Nc3ccccc3N)ccc2O[C@H]1CN(C)Cc1ccc(Oc2ccccc2)cc1 | -51 | .
COc1ccc(-c2cn(C[C@@H](Cc3ccccc3)NC(=O)Nc3ccccc3)nn2)cc1OC | -6 | .
O=C(C[C@H]1C[C@H]2c3cc(NS(=O)(=O)c4ccc(F)cc4)ccc3O[C@H]2[C@@H](CO)O1)NCc1ccc(Cl)cc1 | -2 | 0.1
COc1ccc(C#Cc2cnc3c(c2)C(=O)N([C@H](C)CO)C[C@H](C)[C@H](CN(C)C(=O)Nc2cccc(OC)c2)O3)cc1 | -32 | .
C[C@@H]1CN([C@@H](C)CO)C(=O)c2cc(NS(=O)(=O)c3cn(C)cn3)ccc2O[C@H]1CN(C)C | 11 | 1.0
Cc1noc(C)c1S(=O)(=O)Nc1ccc2c(c1)C(=O)N([C@H](C)CO)C[C@@H](C)[C@@H](CN(C)S(=O)(=O)c1ccc(Cl)cc1)OCCCC[C@@H](C)O2 | . | 0.1
C[C@H](CO)N1C[C@H](C)[C@@H](CN(C)Cc2ccc(Oc3ccccc3)cc2)Oc2ccc(NS(=O)(=O)c3ccccc3)cc2C1=O | . | -0.2
COCC(=O)N1C[C@H](C)[C@H](OC)CN(C)C(=O)c2cc(NC(=O)c3cc(C)on3)ccc2OC[C@@H]1C | -4 | -0.1
C[C@H](CO)N1C[C@H](C)[C@H](CN(C)CC2CC2)Oc2ncc(-c3cccc(C(=O)N(C)C)c3)cc2C1=O | 1 | -0.5
O=C(N/N=C/c1ccc2ccccc2c1O)c1ccccn1 | -4 | 1.3

By substructure, the compounds so far containing nitrogen in an aromatic ring
SMILES | PRC2 inh | IDH1 R132H inh
C[C@@H]1CN([C@@H](C)CO)C(=O)c2cc(-c3ccc(F)cc3)cnc2O[C@H]1CN(C)C(=O)Cc1ccccc1 | -1 | -1.6
COc1ccc(-c2cn(C[C@@H](Cc3ccccc3)NC(=O)Nc3ccccc3)nn2)cc1OC | -6 | .
COc1ccc(C#Cc2cnc3c(c2)C(=O)N([C@H](C)CO)C[C@H](C)[C@H](CN(C)C(=O)Nc2cccc(OC)c2)O3)cc1 | -32 | .
C[C@@H]1CN([C@@H](C)CO)C(=O)c2cc(NS(=O)(=O)c3cn(C)cn3)ccc2O[C@H]1CN(C)C | 11 | 1.0
Cc1noc(C)c1S(=O)(=O)Nc1ccc2c(c1)C(=O)N([C@H](C)CO)C[C@@H](C)[C@@H](CN(C)S(=O)(=O)c1ccc(Cl)cc1)OCCCC[C@@H](C)O2 | . | 0.1
COCC(=O)N1C[C@H](C)[C@H](OC)CN(C)C(=O)c2cc(NC(=O)c3cc(C)on3)ccc2OC[C@@H]1C | -4 | -0.1
C[C@H](CO)N1C[C@H](C)[C@H](CN(C)CC2CC2)Oc2ncc(-c3cccc(C(=O)N(C)C)c3)cc2C1=O | 1 | -0.5
O=C(N/N=C/c1ccc2ccccc2c1O)c1ccccn1 | -4 | 1.3

Continuation.
SMILES | PRC2 inh | IDH1 R132H inh
O=C(C[C@@H]1C[C@@H]2c3cc(NS(=O)(=O)c4ccc(F)cc4)ccc3O[C@@H]2[C@H](CO)O1)NCC(F)(F)F | 23 | -0.1
CC(C)NC(=O)N(C)C[C@@H]1OCCCC[C@@H](C)Oc2ccc(NC(=O)C3CCCCC3)cc2C(=O)N([C@H](C)CO)C[C@H]1C | -1 | .
C[C@@H]1CN([C@H](C)CO)C(=O)Cc2cc(NC(=O)C3CC3)ccc2O[C@H]1CN(C)Cc1ccc(C(F)(F)F)cc1 | -10 | -0.3
CO[C@H](CN(C)C(=O)c1cnccn1)[C@H](C)CN([C@@H](C)CO)S(=O)(=O)c1ccc(Cl)cc1 | -6 | 0.0
COc1ccc(S(=O)(=O)N(C)C[C@H]2Oc3c(NC(=O)C4CC4)cccc3C(=O)N([C@H](C)CO)C[C@@H]2C)cc1 | . | 0.0
COc1cccc(NC(=O)N[C@@H]2CC[C@@H](CC(=O)N3CCN(C)CC3)O[C@@H]2CO)c1 | -12 | 0.2
C[C@@H]1CN([C@@H](C)CO)C(=O)c2cc(C#Cc3ccncc3)cnc2O[C@@H]1CN(C)CC1CCOCC1 | 14 | 10
CC(=O)Nc1ccc(OCC(O)Cn2cnc3ccccc32)cc1 (stereo not given) | . | 0.0
COC(=O)C[C@@H]1CC[C@@H](NC(=O)Nc2ccc(C(F)(F)F)cc2)[C@@H](CO)O1 | 13 | -0.1
CC(C)NC(=O)N(C)C[C@@H]1Oc2c(NC(=O)Nc3ccc4c(c3)OCO4)cccc2C(=O)N([C@@H](C)CO)C[C@@H]1C | . | -1.4
C[C@@H]1CN([C@@H](C)CO)S(=O)(=O)c2ccc(C#C[C@@H](C)O)cc2O[C@H]1CN(C)C(=O)c1ccccc1 | -14 | 6.1
CC(=O)N[C@H]1CC[C@H](CCNC(=O)C2CCCC2)O[C@@H]1CO | -8 | -0.1
CC(C)CC#Cc1cnc2c(c1)C(=O)N([C@H](C)CO)C[C@@H](C)[C@H](CN(C)Cc1cncnc1)O2 | -6 | -0.1
COc1ccc(S(=O)(=O)N(C)C[C@H]2OCCCC[C@@H](C)Oc3ccc(N(C)C)cc3C(=O)N([C@H](C)CO)C[C@H]2C)cc1 | 1 | 0.4
C[C@@H](NC(=O)C[C@H]1C=C[C@H](NC(=O)C2CCOCC2)[C@H](CO)O1)c1ccccc1 | 2 | 0.0
C[C@@H]1CCCCO[C@H](CN(C)Cc2ccc(Cl)c(Cl)c2)[C@H](C)CN([C@@H](C)CO)C(=O)c2cc(NC(=O)Nc3ccc(F)cc3)ccc2O1 | . | 1.4
C[C@@H]1CCCCO[C@H](CN(C)C(=O)CCCN(C)C)[C@@H](C)CN([C@@H](C)CO)C(=O)c2cc(NC(=O)CCCN(C)C)ccc2O1 | . | 4.2
COc1ccc(NC(=O)Nc2ccc3c(c2)CC(=O)N([C@H](C)CO)C[C@@H](C)[C@H](CN(C)S(=O)(=O)c2cn(C)cn2)O3)cc1 | . | -2.8
O=C(CCN1C(=O)C2C3C=CC(C3)C2C1=O)Nc1cccc2ccccc12 (stereo not given) | -7 | 0.3
COC(=O)c1sc2ncn(CC(=O)Nc3cccc(Cl)c3C)c(=O)c2c1C | 11 | -0.1
C[C@@H]1CN([C@@H](C)CO)C(=O)c2cc(NS(=O)(=O)c3cccs3)ccc2O[C@@H]1CN(C)C(=O)Nc1ccc(F)cc1 | . | 1.2
C[C@H]1CN([C@@H](C)CO)C(=O)c2cc(NC(=O)Cc3cn(C)c4ccccc34)ccc2O[C@@H]1CN(C)C(=O)Nc1ccc2c(c1)OCO2 | . | -8.0
C[C@H](CO)N1C[C@H](C)[C@@H](CN(C)C(=O)Nc2cccc(F)c2)Oc2ncc(C#CCN(C)C)cc2C1=O | . | -0.4
CS(=O)(=O)N(CC(=O)Nc1cccc(F)c1)c1cccc(F)c1 | -3 | 1.1
CC(C)NC(=O)N(C)C[C@@H]1Oc2ncc(C#Cc3ccccc3)cc2C(=O)N([C@H](C)CO)C[C@@H]1C | . | 0.0
CO[C@@H]1CC[C@H]2CCN(C)C(=O)[C@@H](C)[C@H](OC)CN(C)C(=O)c3cccc(C#N)c3OC[C@@H]1O2 | 10 | -0.2
CCOc1cc(S(=O)(=O)NCc2ccco2)c(C)cc1C | -1 | 0.3
CO[C@@H]1CN(C)C(=O)c2cc(NC(=O)C3CC3)ccc2OC[C@H](C)N(Cc2cccc(F)c2)C[C@H]1C | 3 | 0.3
C[C@H](CO)N1C[C@H](C)[C@@H](CN(C)C(=O)Nc2cccc3ccccc23)Oc2c(NS(=O)(=O)c3ccc(Cl)cc3)cccc2C1=O | . | 0.4
CO[C@H](CN(C)S(=O)(=O)c1cccc(Cl)c1)[C@H](C)CN(C(=O)Nc1ccccc1F)[C@H](C)CO | 0 | -0.5
C[C@@H]1CN([C@H](C)CO)C(=O)Cc2cc(NS(=O)(=O)c3ccc(F)cc3)ccc2O[C@@H]1CN(C)S(=O)(=O)c1cccs1 | . | -0.2
Cc1noc(C)c1NC(=O)N(C)C[C@H]1Oc2ccc(NS(=O)(=O)c3ccccc3)cc2C(=O)N([C@@H](C)CO)C[C@@H]1C | . | 5.2
C[C@H](CO)N1C[C@H](C)[C@H](CN(C)Cc2ccccc2)Oc2ccc(NC(=O)NC3CCCCC3)cc2C1=O | -3 | .
CC(C)=CC1C(C(=O)O)C1(C)C (stereo not given) | . | -0.5
C[C@@H]1CN([C@H](C)CO)C(=O)Cc2cc(NC(=O)NC3CCCCC3)ccc2O[C@H]1CN(C)C(=O)NC1CCCCC1 | . | 1.1
CO[C@H]1CN(C)C(=O)c2ccc(NC(C)=O)cc2OC[C@@H](C)N(Cc2ccccc2F)C[C@H]1C | -1 | 0.4
C[C@@H]1CN([C@@H](C)CO)C(=O)c2cc(C#CC3CCCC3)cnc2O[C@H]1CN(C)C(=O)C1CCC1 | 9 | -0.9
C[C@@H]1CN([C@@H](C)CO)C(=O)c2cc(NC(=O)CCC(F)(F)F)ccc2O[C@H]1CN(C)CC1CCCCC1 | 5 | .
Cc1nnc(Sc2ccc(/C=N/NC(=O)c3cccc(C(=O)NO)c3)o2)n1C | -66 | .
COc1ccc(NC(=O)Nc2ccc3c(c2)CC(=O)N([C@H](C)CO)C[C@@H](C)[C@H](CN(C)C(=O)NC(C)C)O3)cc1 | -2 | 1.1
O=C(C[C@@H]1CC[C@@H](NC(=O)Nc2ccc(C(F)(F)F)cc2)[C@@H](CO)O1)NCc1cc(F)cc(F)c1 | -3 | 0.5
CC(C)NC(=O)Nc1ccc2c(c1)C(=O)N([C@@H](C)CO)C[C@@H](C)[C@H](CN(C)C(=O)C1CCCCC1)OCCCC[C@H](C)O2 | -23 | .
O=C(CCN1CCCCC1)NCC[C@@H]1CC[C@@H](NC(=O)Cc2cccnc2)[C@@H](CO)O1 | 4 | 0.3
C[C@@H]1CN([C@H](C)CO)C(=O)Cc2cc(NC(=O)Cc3ccccc3)ccc2O[C@H]1CN(C)CC1CC1 | 1 | -0.6
COCC(=O)Nc1ccc2c(c1)C(=O)N(C)C[C@H](OC)[C@H](C)CN(Cc1cccnc1)[C@@H](C)CO2 | -2 | -0.1
CO[C@@H]1CN(C)C(=O)c2ccc(NC(=O)Nc3ccccc3)cc2OC[C@@H](C)N(C(=O)Nc2c(C)noc2C)C[C@@H]1C | -20 | -0.2
O=C(Cc1ccncc1)NCC[C@H]1CC[C@H](NC(=O)C2CCOCC2)[C@H](CO)O1 | 13 | 0.1
C[C@@H]1CN([C@H](C)CO)S(=O)(=O)c2ccc(-c3ccccc3)cc2O[C@H]1CN(C)Cc1cccc(F)c1 | 55* | .
COC(=O)C[C@H]1C[C@H]2c3cc(NS(C)(=O)=O)ccc3O[C@H]2[C@@H](CO)O1 | 5 | 0.1
O=C(Nc1ccc(Cl)c(Cl)c1)N[C@@H]1CC[C@@H](CCn2cc(C3CC3)nn2)O[C@H]1CO | 2 | -0.4
C[C@H](CO)N1C[C@H](C)[C@@H](CN(C)S(=O)(=O)c2ccc(F)cc2)OCCCC[C@H](C)Oc2ccc(NC(=O)c3ccncc3)cc2C1=O | . | 0.7
Cc1ccc(S(=O)(=O)N(C)C[C@H]2Oc3ccc(NC(=O)CCCCCC(=O)Nc4ccccc4N)cc3C(=O)N([C@H](C)CO)C[C@@H]2C)cc1 | 0 | 0.1
Cc1noc(C)c1S(=O)(=O)Nc1ccc2c(c1)C(=O)N([C@H](C)CO)C[C@@H](C)[C@H](CN(C)Cc1ccc3c(c1)OCO3)OCCCC[C@H](C)O2 | . | 1.0
COc1ccc(CN(C)C[C@H]2Oc3ccc(NS(=O)(=O)c4ccccc4)cc3C(=O)N([C@H](C)CO)C[C@@H]2C)cc1 | . | 0.3
CO[C@H]1CN(C)C(=O)c2ccc(NC(C)=O)cc2OC[C@@H](C)N(C(=O)c2ccc(F)cc2)C[C@H]1C | 4 | 0.0
CCC1(c2ccccc2)C(=O)NCNC1=O | . | 0.8
CCC(=O)Nc1ccc2c(c1)C(=O)N(C)C[C@H](OC)[C@H](C)CN(Cc1ccccc1)[C@@H](C)CO2 | -3 | 0.3
